# Rac1 GTP hydrolysis = MgcRacGAP GTPase-activating activity inhibitors, confirmation, biochemical, ADP Hunter fluorescence. MgcRacGAP-stimulated Rac1 GTP hydrolysis, ADP Hunter fluorescence; higher % means a stronger effect; GST-tagged Rac1 F28L mutant substrate. one-dose inhibition, % at 30 µM; IC50 in µM for titrated hits. 340,000 tested, 0.6% active. AID 624330;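 active means first-screen hits whose inhibition reached a set limit at any dose in the follow-up dose series; inconclusive means inhibition above the set first-screen limit but never retested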;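 further: fluorescence reports GDP produced by GAP-driven GTP hydrolysis; strong numbers were not always called active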
# SV40 large T antigen = TAg ATPase/helicase activity blockers – biochemical (AID 1903). SV40 large T antigen ATPase/helicase inhibition assay; higher % means a stronger effect. inhibition, % at 20 µM; hits with a dose series show IC50 in µM. 310,000 tested, 0.39% active; in the data active means a potency from the dose series; inconclusive means inhibition mostly from about 32% at the one dose, without a potency; inactive means the rest, 99 in 100 with inhibition below about 32%; further: strong numbers were not always called active
# Lipid droplet = modulators of hepatic lipid droplet formation; AID 1656; inhibition, % at 6.5 µM; 240,000 tested, 0.4% active; AML12 mouse hepatocytes, oleate lipid droplets, BODIPY imaging;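 active means lipid droplet intensity inhibited by at least 50%, with more than 500 cells counted; inconclusive means wells with under 300 cells, treated as cytotoxic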
#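 Test system: AML12 mouse liver cells; schedule: overnight exposure; technique: high-content imaging of BODIPY-stained droplets and DAPI nuclei; read-out: % inhibition of corrected integrated BODIPY droplet signal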
# GPR55 antagonists = GPR55 antagonists blocking LPI-driven arrestin recruitment, primary screen, imaging, U2OS, beta-arrestin-GFP, LPI agonist (AID 2013); U2OS GPR55 beta-arrestin-GFP translocation imaging, LPI antagonism; higher % means a stronger effect; inhibition, % at 10 µM, or IC50 in µM where a hit was titrated; 290,000 tested, 0.13% active;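 active means spots per cell inhibited over 60%, with over 100 cells counted and total cytoplasm intensity under 500,000; inconclusive means wells with under 100 cells, flagged as likely toxic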;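 further: U2OS cells stably carrying GPR55 and arrestin-GFP stimulated by 5 µM LPI near EC80; imaged beta-arrestin-GFP aggregate spots per cell after agonist stimulation; plate controls were LPI-stimulated DMSO wells for no effect and DMSO wells without LPI for full effect; some results filed as inactive read as strong as hits; confirmed hits need IC50 under 10 µM and bright autofluorescent wells are also inconclusive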
# NTR1 ag = agonists of NTR1, primary screen, imaging, U2OS cells, beta-arrestin-GFP, high content (AID 493036); P30989; NTR1-U2OS beta-arrestin-GFP spot imaging, agonist mode; activation, % at 20 µM; 330,000 tested, 0.17% active;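 active means activation at or above 40% of the spot to cytoplasm intensity ratio, with at least 20 cells analyzed; inconclusive means wells under 20 cells, flagged as cytotoxic or low count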;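 further: 0% = DMSO without peptide and 100% = 100 nM NTR1 peptide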
# Target sequence (P30989 whole entry, looked up): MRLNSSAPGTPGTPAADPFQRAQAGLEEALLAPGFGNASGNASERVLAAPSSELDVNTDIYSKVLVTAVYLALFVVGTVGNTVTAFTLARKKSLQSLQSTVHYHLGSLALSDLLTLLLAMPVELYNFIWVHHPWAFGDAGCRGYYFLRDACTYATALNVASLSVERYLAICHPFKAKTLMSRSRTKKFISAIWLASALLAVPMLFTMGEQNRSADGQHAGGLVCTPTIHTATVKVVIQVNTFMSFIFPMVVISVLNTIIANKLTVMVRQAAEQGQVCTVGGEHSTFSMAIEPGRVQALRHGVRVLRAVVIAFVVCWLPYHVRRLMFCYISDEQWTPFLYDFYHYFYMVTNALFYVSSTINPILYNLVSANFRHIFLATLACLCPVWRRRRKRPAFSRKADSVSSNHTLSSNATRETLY
# GPR55 beta-arrestin = GPR55 agonists via beta-arrestin recruitment, primary screen, imaging, U2OS cells, beta-arrestin-GFP redistribution (AID 1961) | U2OS GPR55 beta-arrestin-GFP redistribution imaging; higher % means a stronger effect | activation, % at 10 µM; hits with a dose series show EC50 in µM | 290,000 tested, 0.048% active;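 active means activation above 40% with more than 50 cells counted in the well; inconclusive means wells holding fewer than 50 cells, flagged as toxic or sparse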;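 further: U2OS osteosarcoma cells stably expressing GPR55 and beta-arrestin-GFP; plate controls were DMSO negative control for no effect and LPI positive control for full effect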
# LYP inhibition = inhibitors of LYP phosphatase, biochemical, fluorescence intensity, uHTS (AID 1779); recombinant LYP phosphatase, fluorescence intensity; higher % means a stronger effect; inhibition, % at 11.5 µM; hits with a dose series show IC50 in µM; 290,000 tested, 0.054% active; in the data active means inhibition above about 50%;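 further: plate controls were vehicle with enzyme for no effect and no enzyme for full effect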
# T cell HTS = modulates CD8 T cell binding to vesicles | calls only at 7 µM | 330,000 tested, 0.068% active | 2C CD8+ T cell-vesicle binding, flow cytometry; hits give low values;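 active means response, share of CD8 T cells binding vesicles, and their 90th percentile fluorescence all below set limits, cut at about 80% in these data, passing the limit was not always enough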
#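 Incubation: binding step 1.5 h, 37 °C, antibody labelling 20 min, ice; system: murine 2C transgenic CD8+ T lymphocytes; technique: cytometric PE anti-B7-1 and Alexa647 anti-CD8 signals after 1% paraformaldehyde fixation; also added: QL9-charged Drosophila Ld/ICAM-1/B7-1 vesicles; control set: naked versus QL9-loaded vesicles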
# GPR35 antagonists = inhibition of zaprinast-stimulated GPR35 beta-arrestin translocation – imaging, U2OS, beta-arrestin-GFP, zaprinast agonist, primary screen (AID 2058); U2OS GPR35 beta-arrestin-GFP translocation imaging, zaprinast antagonism; higher % means a stronger effect; inhibition, % at 10 µM; hits with a dose series show IC50 in µM; 290,000 tested, 0.052% active;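 active means inhibition of at least 50% with at least 30 cells and total cytoplasm GFP at most 10,000,000; inconclusive means under 30 cells or total GFP of 10,000,000 plus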
# Lipid droplet cells 6.5 µM = further read-out of Lipid droplet, marked with its call; cell count; measured here: cell count, cytotoxicity flag;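 cells counted across two imaged fields per well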
# T cell HTS vesicle-bound % = further read-out of T cell HTS, marked with its call; double positive events, %; measured here: CD8+ vesicle-bound cell fraction;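 binding gate set so that unloaded-vesicle control wells show 10% double positive cells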
# NTR1 ag cell count 20 µM = further read-out of NTR1 ag, marked with its call; cell count; measured here: cell count, cytotoxicity flag
# * = called active by the depositor; i = inactive; ? = inconclusive; . = not tested or not shown.
# Every second line gives: Rac1 GTP hydrolysis	SV40 large T antigen	Lipid droplet	Lipid droplet cells 6.5 µM	GPR55 antagonists	NTR1 ag	NTR1 ag cell count 20 µM	GPR55 beta-arrestin	LYP inhibition	T cell HTS	T cell HTS vesicle-bound %	GPR35 antagonists
[1] CN1CCN(CC(=O)N2c3ccccc3C(C)(c3ccccc3)CC2(C)C)CC1 (centres undefined)
→ 10%	13%	-25	624	12%	2.3	58	-0.5%	-2%	i	16	5%
[2] CCC(c1nnc(SCC(=O)Nc2ccc(C(C)=O)cc2)n1C1CCCCC1)N(C)C (centres undefined)
→ 6%	1%	10	681	-5%	-0.3	85	0.3%	-4%	i	61	-2%
[3] CN(CC(=O)Nc1cccc(C(F)(F)F)c1)Cc1ccccc1
→ 13%	-10%	-64	693	-12%	2.1	67	0.1%	-5%	i	17	23%
[4] CCn1c(NCc2ccco2)nc2ccccc21
→ 7%	6%	5	740	-2%	1.2	53	-0.3%	-4%	i	30	6%
[5] CC(C)NC(=O)c1ccc(C(C)C)cc1
→ 5%	4%	-3	853	5%	.	.	1.0%	-5%	i	10	-9%
[6] COc1ccc(NC(=O)CSc2ccc(-c3cccnc3)nn2)cc1
→ 6%	6%	8	843	7%	0.3	60	-0.1%	-7%	i	64	-9%
[7] O=C(COC(=O)c1cccc(C(F)(F)F)c1)NCc1ccccc1
→ -16%	4%	8	661	-2%	2.2	70	0.5%	1%	i	19	16%
[8] COc1ccc(Br)cc1/C=C1\Oc2ccccc2NC1=O
→ 4%	30%	-14	880	4%	0.3	39	-0.1%	-9%	i	30	3%
[9] CCOC(=O)c1c(-c2ccc(F)cc2)csc1NC(=O)CCN1CCOCC1
→ 20%	25%	7	621	-2%	3.2	35	-0.2%	-6%	i	46	15%
[10] Nc1nnc(C2CCCC2)s1
→ 3%	13%	.	.	8%	-0.8	53	-0.1%	-8%	.	.	20%
[11] COc1ccc(C(CNS(=O)(=O)c2ccc(F)cc2)N2CCN(C)CC2)cc1 (centres undefined)
→ 3%	18%	.	.	.	-0.3	59	.	.	i	50	.
[12] Cc1ccc(NCC(=O)Nc2ccc(Br)cc2)cc1C
→ 19%	10%	7	848	-4%	1.2	64	-0.1%	0%	i	63	3%
[13] CC(NCC(O)COCCC12CC3CC(CC(C3)C1)C2)c1ccccc1 (centres undefined)
→ 7%	7%	-9	503	3.2µM*	46*	54*	-0.1%	-5%	i	57	12%
[14] CC1CCCCN1C(=O)COC(=O)CNC(=O)c1sc2ccccc2c1Cl (centres undefined)
→ 10%	17%	.	.	.	1.7	58	.	.	i	45	.
[15] O=C(Nc1ccc(Cl)cc1F)C1CCN(S(=O)(=O)c2cccc3nonc23)CC1
→ -1%	2%	7	846	-4%	0.9	38	0.3%	-7%	i	19	-2%
[16] COc1ccc(/C=C2\SC(N)=NC2=O)cc1Cl
→ 2%	2%	-26	706	-3%	-0.7	100	-0.3%	-8%	i	53	1%
[17] Cn1c(=O)c2[nH]c(N3CCN(c4ccccc4)CC3)nc2n(C)c1=O
→ 8%	9%	-1	676	5%	1.7	41	0.2%	-4%	i	35	21%
[18] Cc1cccc(N(C)C(=O)CN2C(=O)COc3ccc(S(=O)(=O)N4CCCCCC4)cc32)c1
→ 6%	10%	-20	729	5%	1.2	74	-0.4%	8%	i	48	1%
[19] COC(=O)c1ccccc1NC(=O)NC1CCC(C)CC1 (centres undefined)
→ 6%	-1%	0	626	-3%	-0.6	72	0.7%	-10%	i	51	11%
[20] COCCNC(=O)C(c1ccco1)N(C(=O)Cn1nnc2ccccc21)c1ccc(C)cc1C (centres undefined)
→ 3%	4%	0	739	10%	-3.4	84	-0.1%	-3%	i	47	-6%
[21] CC(C)n1c(CCCO)nc2ccccc21
→ 5%	21%	.	.	3%	0.3	81	-0.3%	-5%	i	54	-13%
[22] Cc1ccccc1C(=O)NC(=S)N(C)CCc1ccccn1
→ 6%	6%	3	727	-1%	3.9	63	0.0%	-2%	i	35	4%
[23] O=c1cc(CSc2ccc(Cl)cc2)nc(N2CCOCC2)[nH]1
→ 2%	20%	11	753	2%	-2.1	86	-0.1%	-4%	i	47	11%
[24] O=C(N/N=C/c1ccc(Cl)cc1)c1ccc2c(c1)OCO2
→ 4%	-3%	-12	831	-5%	-0.1	92	-0.2%	-6%	i	6	-5%
[25] COC(=O)Cc1ccc(NC(=S)Nc2ccccn2)cc1
→ 5%	4%	5	708	7%	0.9	47	0.5%	-3%	i	0	-9%
[26] CCOC(=O)c1[nH]c(C)c(C(=O)Nc2cc(Cl)ccc2C)c1C
→ 3%	2%	?	.	-19%	3.7	69	0.2%	0%	i	30	-10%
[27] COc1ccc(OC)c(Nc2nc(=O)c3cccnc3s2)c1
→ ?	35%	-3	696	3%	.	.	0.3%	-7%	.	.	0%
[28] COC(=O)C1=C2c3[nH]c4ccccc4c3CCN2C(=O)CC1
→ 10%	14%	.	.	.	0.9	96	.	.	i	36	.
[29] O=C(Nc1ccc(S(=O)(=O)Nc2nccs2)cc1)c1cc(-c2ccccc2Cl)nc2ccccc12
→ 11%	2%	.	.	14%	1.5	45	0.2%	-3%	i	20	13%
[30] N#C/C(=C\c1ccco1)C(=O)NCC1CCCO1 (centres undefined)
→ 5%	4%	21	656	1%	0.1	64	-0.2%	5%	i	51	-2%
[31] C/C(=N\NC(=O)c1cccc(Cl)c1)c1cccc(NC(=O)C(C)C)c1
→ 9%	-1%	.	.	8%	-0.8	98	0.4%	1%	i	25	-8%
[32] CCOC(=O)c1c(C)oc2c(CN3CCN(C)CC3)c(Br)c(OC)c(O)c12
→ 14%	13%	.	.	2%	-0.3	82	-0.1%	0%	i	25	11%
[33] CCOc1ccc(S(=O)(=O)NCCC(=O)NCC(c2ccc(OC)cc2)N2CCCCC2)cc1 (centres undefined)
→ 11%	7%	.	.	.	0.8	60	.	.	i	36	.
[34] CCN1C(=O)C(=Cc2cccc(OC)c2Oc2ccc([N+](=O)[O-])cc2[N+](=O)[O-])SC1=S
→ 8%	12%	1	853	8%	8.7	83	-0.2%	1%	i	20	5%
[35] CCCn1c(CN(Cc2ccccc2)Cc2ccccc2)nc2c1c(=O)n(C)c(=O)n2C
→ 1%	5%	-10	679	-5%	16	56	0.2%	-3%	i	23	1%
[36] O=C(CCS(=O)(=O)c1ccccc1)Nc1ccccc1-c1nc2ccccc2s1
→ 11%	5%	-31	527	11%	1.1	101	0.6%	-5%	i	17	2%
[37] CC(=O)Nc1ccc(C(=O)NCC2CCCCC2)cc1
→ 7%	3%	6	727	-4%	-0.1	82	-0.1%	4%	i	9	-8%
[38] Cc1noc(C)c1COC(=O)c1ccccc1Oc1ccccc1
→ 3%	3%	-6	698	-2%	-1.4	37	0.1%	1%	i	59	-19%
[39] Cc1nn(C)c(C)c1/C=C/C(=O)c1ccc(Cl)cc1Cl
→ 9%	15%	-5	702	11%	0.7	63	1.0%	2%	i	21	-13%
[40] CCOC(=O)c1ccc(NC(=O)NC2CC3CCC(C2)N3)cc1 (centres undefined)
→ 6%	1%	-4	763	0%	-0.6	37	-0.1%	-8%	i	32	1%
[41] CC(C)c1ccc(OCc2ccc(C(=O)N3CCN(c4ccccn4)CC3)cc2)cc1
→ 9%	9%	.	.	21%	11	42	-0.1%	3%	i	25	13%
[42] CCOC(=O)c1cnc(SCC(=O)N2CCN(C(=O)c3ccco3)CC2)nc1N
→ 7%	16%	.	.	3%	0.0	80	-0.1%	-6%	i	25	0%
[43] O=C(Nc1cc(C(F)(F)F)ccc1N1CCCCC1)c1ccc(Br)o1
→ 8%	-3%	.	.	12%	6.1	90	-0.1%	-5%	i	33	2%
[44] COc1cccc(CNS(=O)(=O)c2csc(C(N)=O)c2)c1
→ 9%	4%	-7	792	14%	2.0	63	-0.1%	-8%	i	65	0%
[45] O=S(=O)(Cc1ccccc1)c1nc2ccccc2n1Cc1ccccn1
→ 8%	6%	-34	589	10%	-0.8	63	-0.7%	-1%	i	37	-6%
[46] O=C(Nc1ccc2oc(-c3ccccc3F)nc2c1)c1ccc2c(c1)OCCO2
→ 0%	2%	.	.	14%	46*	55*	-0.1%	2%	i	16	4%
[47] CCN(CC)S(=O)(=O)c1cccc(NC(=O)COc2ccc(F)cc2Br)c1
→ 16%	1%	-1	764	-7%	4.0	60	-0.4%	-4%	i	50	5%
[48] O=C(O)c1ccc(CNCc2cccc(Cl)c2)cc1
→ 3%	-3%	12	698	1%	-0.1	21	-0.6%	-7%	i	32	-1%
[49] CCOc1cc2c3c(c1)C1(Nc4ccccc4S1)C(=O)N3C(C)(C)CC2C (centres undefined)
→ 14%	-4%	7	825	-1%	16	79	-0.1%	14%	i	38	8%
[50] Fc1cnc(Cl)nc1NC1CCCCC1
→ 6%	-3%	-12	808	0%	-0.9	88	0.5%	-7%	i	42	-4%
[51] CCOc1cc(/C=C2\C(=N)N3N=C(C)SC3=NC2=O)ccc1OCCOc1cccc(OC)c1
→ 6%	8%	6	846	-38%	1.5	61	-0.1%	-4%	i	25	-11%
[52] O=C(CSc1nnc(-c2ccc(Br)cc2)n1C1CCCCC1)N1CCCC1
→ 1%	14%	-19	676	11%	-1.1	85	-0.1%	-5%	i	39	-4%
[53] Nc1cc(=O)[nH]c(SCC(=O)Nc2ccc3c(c2)CCC3)n1
→ -3%	2%	3	660	-6%	2.2	31	-0.5%	-1%	i	58	-15%
[54] CC(C)(C)c1ccc(/C=C2\Oc3cc(OC(=O)N4CCOCC4)ccc3C2=O)cc1
→ 4%	1%	-5	663	6%	-0.8	44	-0.4%	-9%	i	35	2%
[55] COc1cc2oc(-c3ccc(O)cc3)cc(=O)c2c(O)c1OC
→ 18%	18%	2	676	-4%	0.4	88	0.0%	-1%	i	40	-5%
[56] CC(C)C[C@@H](C(=O)NCc1ccco1)N1C(=O)N2CCc3c([nH]c4ccccc34)[C@@]2(C)C1=O
→ 2%	.	.	.	3%	0.0	93	-0.1%	-6%	i	33	3%
